# LYPLA1 inh: counter-screen for PME1 inhibitors: inhibitors of human LYPLA1. recombinant LYPLA1, FP-Rh probe fluorescence polarization. AID 2174. inhibition, % at 5.9 µM. actives 0.16% (n = 320,000). O75608;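 active means inhibition above the mean of all tested compounds plus 3 SD, set per campaign, cut at about 14% in these data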;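 further: inhibitors block serine hydrolase probe labeling of LYPLA1 so polarization falls; 0% = enzyme with DMSO and 100% = wells lacking LYPLA1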
# Target sequence (O75608 whole entry, looked up): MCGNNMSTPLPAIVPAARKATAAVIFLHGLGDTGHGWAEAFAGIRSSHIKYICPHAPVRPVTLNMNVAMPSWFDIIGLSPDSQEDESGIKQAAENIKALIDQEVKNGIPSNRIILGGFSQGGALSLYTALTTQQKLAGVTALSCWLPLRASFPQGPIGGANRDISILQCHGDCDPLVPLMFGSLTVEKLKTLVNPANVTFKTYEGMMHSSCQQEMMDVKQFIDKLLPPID
# PAFAH1B2 FP inh: inhibitors of human PAFAH1B2; recombinant PAFAH1B2, FP-rhodamine activity probe, fluorescence polarization; inhibition, % at 3.39 µM; actives 1.2% (n = 340,000); AID 492953;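 active means inhibition above the mean of all tested compounds plus 3 SD, cut at about 24% in these data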;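 further: 0% = enzyme with DMSO and 100% = wells lacking PAFAH1B2; many of its hits are not listed in these tables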
# Target sequence (P68402 whole entry, looked up): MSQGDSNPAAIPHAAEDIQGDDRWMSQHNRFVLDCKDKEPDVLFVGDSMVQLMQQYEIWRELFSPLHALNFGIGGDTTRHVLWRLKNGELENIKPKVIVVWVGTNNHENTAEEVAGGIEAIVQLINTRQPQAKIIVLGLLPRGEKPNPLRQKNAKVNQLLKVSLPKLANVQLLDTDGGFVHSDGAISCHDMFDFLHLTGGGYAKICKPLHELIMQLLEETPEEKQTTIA
# LYPLA2 counter: LYPLA2 (human) inhibition in PME1 counter-screen | inhibition, % at 5.9 µM | AID 2177 | O95372 | actives 0.38% (n = 320,000) | recombinant LYPLA2, FP-Rh probe fluorescence polarization;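 active means inhibition above the screen-wide mean plus 3 SD, limit set per campaign, cut at about 26% in these data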;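 further: 0% = LYPLA2 with DMSO and 100% = wells lacking LYPLA2 enzyme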
# Target sequence (O95372 whole entry, looked up): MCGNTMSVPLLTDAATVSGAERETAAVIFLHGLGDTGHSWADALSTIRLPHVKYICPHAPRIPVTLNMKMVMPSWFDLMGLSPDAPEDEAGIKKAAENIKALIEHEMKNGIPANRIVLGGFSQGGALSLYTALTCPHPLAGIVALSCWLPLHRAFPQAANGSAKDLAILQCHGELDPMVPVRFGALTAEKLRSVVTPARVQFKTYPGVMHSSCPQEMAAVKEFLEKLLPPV
# GSTO1 inh: blocks human GSTO1 in RBBP9 counter-screen. actives 1.1% (n = 300,000). recombinant GSTO1, activity-based probe fluorescence polarization. P78417. AID 1974. inhibition, % at 5.96 µM;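 active means inhibition above the campaign mean inhibition plus 3 SD, cut at about 35% in these data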;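 further: 0% = GSTO1-1 with DMSO and 100% = wells lacking GSTO1-1 enzyme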
# PAFAH1B3 FP inh: blocks human PAF acetylhydrolase 1B catalytic subunit 3; Q15102; recombinant PAFAH1B3, FP-rhodamine probe, fluorescence polarization; inhibition, % at 3.39 µM; actives 0.28% (n = 340,000); AID 492972;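 active means inhibition above the screen-wide average of all tested compounds plus 3 SD, cut at about 25% in these data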;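 further: 0% = enzyme with DMSO only and 100% = wells lacking PAFAH1B3 protein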
# Target sequence (Q15102 whole entry, looked up): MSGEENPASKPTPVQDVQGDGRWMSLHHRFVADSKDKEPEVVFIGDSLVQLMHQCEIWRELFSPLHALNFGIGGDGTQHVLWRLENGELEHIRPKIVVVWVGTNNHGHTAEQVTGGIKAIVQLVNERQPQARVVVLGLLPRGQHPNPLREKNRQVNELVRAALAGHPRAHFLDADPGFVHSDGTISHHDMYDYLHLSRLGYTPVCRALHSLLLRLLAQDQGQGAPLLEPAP
# pPAFAH FP inh: inhibitors of human plasma PAF acetylhydrolase (pPAFAH); recombinant pPAFAH, FP-rhodamine probe fluorescence polarization; Q13093; inhibition, % at 3.39 µM; actives 1.5% (n = 330,000); AID 463082;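 active means inhibition above the mean inhibition across the screen plus 3 SD, cut at about 25% in these data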;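 further: inhibitors block binding of the rhodamine activity-based probe so polarization drops; 0% = enzyme with DMSO and 100% = wells lacking pPAFAH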
# PAD4 inh: inhibitors of human PAD4. Q9UM07. inhibition, % at 6.36 µM. AID 485272. actives 0.41% (n = 330,000). recombinant PAD4, RCA probe fluorescence polarization;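 active means percent inhibition above a cutoff equal to the mean of all tested compounds plus 3 SD, cut at about 15% in these data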;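 further: 0% = PAD4 with RCA probe and DMSO and 100% = probe without PAD4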
# PREPL inh: inhibits the human prolyl oligopeptidase-like enzyme; Q4J6C6; recombinant PREPL, fluorescence polarization activity-based probe; inhibition, % at 5.96 µM; actives 0.68% (n = 320,000); in the data active means inhibition above about 43%;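 further: 0% = enzyme with DMSO and 100% = wells lacking enzyme; many of its hits are not listed in these tables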
# PAFAH2 inh: inhibitors of human PAFAH2; Q99487; recombinant PAFAH2, FP-rhodamine activity probe, fluorescence polarization; inhibition, % at 3.39 µM; actives 0.99% (n = 340,000); AID 492956;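 active means inhibition above the mean over all tested compounds plus 3 SD, cut at about 30% in these data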;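 further: inhibitors block probe labeling of enzyme so polarization drops; 0% = enzyme with DMSO and 100% = wells lacking PAFAH2 protein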
# An asterisk follows results filed as active; . = no result given. The list is partial (hit frequency here may not be typical).
Molecule,LYPLA1 inh,PAFAH1B2 FP inh,LYPLA2 counter,GSTO1 inh,PAFAH1B3 FP inh,pPAFAH FP inh,PAD4 inh,PREPL inh,PAFAH2 inh
COCCOC(=O)C1=C(C)Nc2ncnn2C1c1ccccc1 (centres undefined),1,3,2,4,10,3,-1,0,-3
CC1CN(C(=O)CSc2nnc(NC(=O)NC(C)(C)C)s2)CC(C)O1 (centres undefined),0,4,-4,4,9,4,3,5,0
COC(=O)[C@@H]1C[C@@]2(O)[C@H](O)[C@H](O)[C@H](O)C[C@H]2N1Cc1cccc2ccccc12,-1,2,5,5,6,7,0,3,0
Nc1nonc1C(=O)NCCNc1ccc([N+](=O)[O-])cc1,3,.,-1,-5,.,6,1,9,.
CCc1nn2cc(C(=O)c3cc(Cl)ccc3O)cnc2c1-c1ccc(F)cc1,-2,-3,1,0,-1,-6,6,18,-27
O=C(CN1CCCc2ccccc21)N/N=C/c1ccc(O)cc1O,3,0,0,-2,5,7,0,8,6
OCCCN1CCN(CCOc2ccccc2-c2ccccc2)CC1,-1,8,1,-2,9,7,-4,-9,6
COc1cc(/C=N/N=C(\N)c2nonc2N)ccc1O,-1,6,2,0,4,1,-3,4,0
O=C1NC2(CCCCC2)C(=O)N1CC(=O)N(Cc1ccccc1)c1ccccc1,5,21,11,12,5,3,-1,-4,3
O=[N+]([O-])c1cccc(C2CC(c3ccccc3)=NN2c2ccccc2)c1 (centres undefined),-3,1,1,7,9,7,6,-4,4
C=CCNC(=O)C1CC(=O)N(c2ccc(OCC(=O)N3CCCC3)cc2)C1 (centres undefined),-4,-9,-1,0,7,1,-4,-3,-11
CC1Cc2ccccc2N1C(=O)CN1C(=O)CN(C)C(=O)c2ccccc21 (centres undefined),-3,3,-7,1,-1,2,1,12,4
CC(=O)NCCn1c(SCc2cc(=O)n3cc(Cl)ccc3n2)nc2ccccc2c1=O,2,6,4,7,3,5,4,15,-5
COc1ccccc1NC(=O)Cc1nnc(SCC(=O)Nc2ccccc2F)n1C,2,5,7,-2,2,0,1,-3,5
CC(=O)c1ccc(C(=O)NC2CCCN(Cc3ccccc3F)C2)s1 (centres undefined),1,5,0,2,1,3,0,8,-7
Cc1cc(C(=O)NNC(=O)Nc2ccc(Cl)cc2)no1,1,.,-2,1,.,-1,-5,3,.

# Shown with two lines to a compound: part of the list above.
# Sequence of screens – LYPLA1 inh | PAFAH1B2 FP inh | LYPLA2 counter | GSTO1 inh | PAFAH1B3 FP inh | pPAFAH FP inh | PAD4 inh | PREPL inh | PAFAH2 inh
COCCOC(=O)C1=C(C)Nc2ncnn2C1c1ccccc1 (centres undefined)
  1 | 3 | 2 | 4 | 10 | 3 | -1 | 0 | -3
CC1CN(C(=O)CSc2nnc(NC(=O)NC(C)(C)C)s2)CC(C)O1 (centres undefined)
  0 | 4 | -4 | 4 | 9 | 4 | 3 | 5 | 0
COC(=O)[C@@H]1C[C@@]2(O)[C@H](O)[C@H](O)[C@H](O)C[C@H]2N1Cc1cccc2ccccc12
  -1 | 2 | 5 | 5 | 6 | 7 | 0 | 3 | 0
Nc1nonc1C(=O)NCCNc1ccc([N+](=O)[O-])cc1
  3 | . | -1 | -5 | . | 6 | 1 | 9 | .
CCc1nn2cc(C(=O)c3cc(Cl)ccc3O)cnc2c1-c1ccc(F)cc1
  -2 | -3 | 1 | 0 | -1 | -6 | 6 | 18 | -27
O=C(CN1CCCc2ccccc21)N/N=C/c1ccc(O)cc1O
  3 | 0 | 0 | -2 | 5 | 7 | 0 | 8 | 6
OCCCN1CCN(CCOc2ccccc2-c2ccccc2)CC1
  -1 | 8 | 1 | -2 | 9 | 7 | -4 | -9 | 6
COc1cc(/C=N/N=C(\N)c2nonc2N)ccc1O
  -1 | 6 | 2 | 0 | 4 | 1 | -3 | 4 | 0
O=C1NC2(CCCCC2)C(=O)N1CC(=O)N(Cc1ccccc1)c1ccccc1
  5 | 21 | 11 | 12 | 5 | 3 | -1 | -4 | 3
O=[N+]([O-])c1cccc(C2CC(c3ccccc3)=NN2c2ccccc2)c1 (centres undefined)
  -3 | 1 | 1 | 7 | 9 | 7 | 6 | -4 | 4
C=CCNC(=O)C1CC(=O)N(c2ccc(OCC(=O)N3CCCC3)cc2)C1 (centres undefined)
  -4 | -9 | -1 | 0 | 7 | 1 | -4 | -3 | -11
CC1Cc2ccccc2N1C(=O)CN1C(=O)CN(C)C(=O)c2ccccc21 (centres undefined)
  -3 | 3 | -7 | 1 | -1 | 2 | 1 | 12 | 4
CC(=O)NCCn1c(SCc2cc(=O)n3cc(Cl)ccc3n2)nc2ccccc2c1=O
  2 | 6 | 4 | 7 | 3 | 5 | 4 | 15 | -5
COc1ccccc1NC(=O)Cc1nnc(SCC(=O)Nc2ccccc2F)n1C
  2 | 5 | 7 | -2 | 2 | 0 | 1 | -3 | 5

# Going on with the list.
Molecule,LYPLA1 inh,PAFAH1B2 FP inh,LYPLA2 counter,GSTO1 inh,PAFAH1B3 FP inh,pPAFAH FP inh,PAD4 inh,PREPL inh,PAFAH2 inh
CCOC(=O)[C@H]1[C@H]2COc3cc(OC)ccc3[C@@H]2N2C(=O)CN(CC3CCCO3)C(=O)[C@@]12C (some centres undefined),3,7,1,.,11,-1,-3,8,3
CCOc1cc(C2C3=C(CCCC3=O)N(C)C3=C2C(=O)CCC3)cc(Cl)c1O,2,-3,0,35,7,18,1,8,4
Fc1ccc(N/N=C/c2ccncc2)c(F)c1,-2,2,-4,-1,10,-1,-2,7,6
CCS(=O)(=O)N1CCCC(C(=O)NCc2ccccc2Cl)C1 (centres undefined),-1,-1,3,1,6,5,0,6,-3
CCOc1ccc(CN2CCN(Cc3nc4c(s3)CCCC4)CC2CCO)cc1 (centres undefined),-2,0,-1,0,9,1,-1,12,-3
COc1ccc(Cl)cc1N(CC(=O)N(C)C)S(=O)(=O)c1ccc(C)c([N+](=O)[O-])c1,-1,1,-1,13,8,2,1,0,7
C[C@@H]1C[C@H](Nc2ccccc2)c2ccccc2N1C(=O)c1cccnc1,4,0,1,1,2,5,-1,8,13
Cc1nnc(NC(=O)CSc2nnc(Cc3cccn3C)n2-c2cccc(C(F)(F)F)c2)s1,2,6,0,-4,1,-4,-3,10,4
CCOc1ccccc1NC(=S)N1CCN(c2cccc(C)c2C)CC1,-5,10,-5,-1,1,-1,3,26,3
Nc1ncnc(Nc2ccccn2)c1[N+](=O)[O-],1,5,8,20,2,-3,4,6,-8
COc1ccc(-n2nc(C(=O)NCC(=O)NC(C)C)c3ccccc3c2=O)cc1Cl,-2,0,15,-5,6,2,-4,-1,1
Cc1nn(Cc2ccc(Cl)c(Cl)c2)c(C)c1NC(=O)c1cc(-c2ccc3c(c2)OCO3)on1,-1,-11,0,-16,-36,-4,-1,-10,-35
COc1cccc(NC(=O)CS(=O)(=O)c2cn(CC(=O)N3CCOCC3)c3ccccc23)c1,2,3,-3,-7,10,-3,0,-5,1
CN(CC(=O)N(CCO)Cc1ccccc1)S(=O)(=O)c1ccc2c(c1)c(=O)n(C)c(=O)n2C,-4,4,0,2,2,-2,0,5,4
COc1cc2c(C(=O)O)c(C)n(-c3ccccc3)c2c2ccccc12,5,13,8,15,-3,9,4,18,4
CCOc1ccc2ncc(C(=O)c3ccc(OC)cc3)c(N3CCN(CC)CC3)c2c1,2,-2,5,-5,8,2,2,4,-2
Cc1cc(C)cc(N(C(=O)c2csnn2)C(C(=O)NC2CCCC2)c2cccnc2)c1 (centres undefined),1,7,3,4,-1,1,2,1,-2
CCOC(=O)N1CCC(NC(=O)C2=CCN(S(=O)(=O)c3ccccc3)CC2)CC1,1,0,-4,4,1,-5,-5,3,-4
Cc1cc(C)n(CCC(=O)N2CCCC(Nc3ccc(F)cc3)C2)n1 (centres undefined),3,6,1,1,4,-1,-4,1,8
COc1ccc(/C=C/C(=O)NC(=S)Nc2ccc(Br)cn2)cc1,-3,1,-6,-1,1,-1,-1,-7,-1
CCN(CC)C(=S)SC1CCCCN(C(=O)c2ccc(F)cc2)C1=O (centres undefined),-2,5,16,6,16,5,0,5,0
COC(=O)C(C)N1CCC(=O)c2ccccc2S1(=O)=O (centres undefined),-1,3,-2,4,-8,1,4,1,-6
O=C(CSc1nc(=O)n(CCN2CCOCC2)c2c1CCCC2)Nc1cccc([N+](=O)[O-])c1,-2,1,3,4,8,5,3,9,4
COCCSc1ccccc1C(=O)N1CCCC(C)C1 (centres undefined),2,1,6,13,-1,0,2,13,4
C=CCN(Cc1cn(C)nc1-c1cccc(Cl)c1)C1CCS(=O)(=O)C1 (centres undefined),7,2,9,-5,1,-4,-6,21,-3
COc1ccc(C2=NOC(C(=O)Nc3cc(C)on3)C2)cc1 (centres undefined),0,4,1,3,6,2,0,-5,3
O=C(NCc1ccc2c(c1)OCO2)c1ccc(NS(=O)(=O)c2ccc3c(c2)OCCO3)cc1,2,2,6,-3,-5,-3,-4,4,-10
Cc1cccc(C(=O)Nc2c(C(=O)N(C)C)cnn2-c2ccccc2)c1,3,5,6,-4,7,9,3,16,-1
Cc1cc(C)c(S(=O)(=O)Nc2ccccn2)c(C)c1,3,-1,5,-1,5,4,-6,-3,0
CNC(=O)C(=O)NCC1OCCN1S(=O)(=O)c1ccc2c(c1)OCCO2 (centres undefined),2,-1,1,2,4,-4,-1,5,1
Cc1cccc(C)c1NC(=S)N(Cc1ccccc1)Cc1cccnc1,-1,3,-5,3,1,-1,1,-7,-7
COc1cc(C2c3c(oc4ccccc4c3=O)C(=O)N2c2ccc(C)cn2)ccc1O (centres undefined),3,-6,2,3,-1,0,1,15,-6
CCOc1ccc(NC2CCN(C(C)=O)CC2)cc1,0,5,1,13,0,0,3,-11,-4
O=C1CSC(c2cn(-c3ccccc3)nc2-c2cccs2)N1Cc1ccccc1 (centres undefined),3,.,4,3,.,3,-6,-11,.
O=C(CN1CCC(Cc2ccccc2)CC1)NCCc1ccc(F)cc1,-1,4,3,10,9,10,-2,8,6
Cc1cccc(N2CCN(S(=O)(=O)c3ccc4c(c3)CCN4C(=O)CCC(=O)O)CC2C)c1 (centres undefined),-1,8,-5,0,1,2,-4,2,2
Cc1nnc2sc(SCc3ccccc3)nn2c1=O,2,.,-1,7,.,4,4,1,.
Cc1c(NC(=O)c2c(N)sc3c2CCCC3)c(=O)n(-c2ccccc2)n1C,-3,2,0,19,3,3,-5,23,3
CCOc1ccc(-c2cc(N)n(S(=O)(=O)c3ccc(OC)cc3)n2)cc1,0,2,3,1,0,8,-2,-24,4
N#CC1(Cc2ccccc2)c2ccccc2C=CN1C(=O)c1ccccc1 (centres undefined),-3,4,-1,-6,8,3,-2,-11,5
O=C(O)c1ccc(Nc2nc(-c3cccnc3)cs2)cc1,0,3,-4,5,-1,2,-4,-1,9
Cc1ccc(NC(=O)CN2CCCC2c2cccs2)cc1S(=O)(=O)N1CCCCC1 (centres undefined),4,3,4,.,4,4,2,9,4
CSc1ccc(/C=N/NC(=O)CN2CCN(Cc3ccccc3)CC2)cc1,-2,-1,-7,1,6,0,-2,4,0

# Bioassay records deposited in PubChem by The Scripps Research Institute Molecular Screening Center.
